Screening data as filed in PubChem BioAssay.
Y pestis TopoI = Y. pestis Topo-I inhibition via cleavage products. Y. pestis Topo-I cleavage product accumulation, plate reader. activity, % at 10 µM. 360,000 compounds, 0.064% hits. AID 504884; in the data active means activity above about 50%, passing the limit was not always enough; inconclusive means no clear call, values can overlap the other calls; further: inactives centre near 2
Anthrax LF inh2 = anthrax lethal factor protease inhibition; P15917; multiplex microsphere protease cleavage assay, LF; inhibition, % at 10 µM; 360,000 compounds, 0.12% hits; further: plate controls were buffer without enzyme for full effect and enzyme alone for no effect
Target sequence (P15917 whole entry, looked up): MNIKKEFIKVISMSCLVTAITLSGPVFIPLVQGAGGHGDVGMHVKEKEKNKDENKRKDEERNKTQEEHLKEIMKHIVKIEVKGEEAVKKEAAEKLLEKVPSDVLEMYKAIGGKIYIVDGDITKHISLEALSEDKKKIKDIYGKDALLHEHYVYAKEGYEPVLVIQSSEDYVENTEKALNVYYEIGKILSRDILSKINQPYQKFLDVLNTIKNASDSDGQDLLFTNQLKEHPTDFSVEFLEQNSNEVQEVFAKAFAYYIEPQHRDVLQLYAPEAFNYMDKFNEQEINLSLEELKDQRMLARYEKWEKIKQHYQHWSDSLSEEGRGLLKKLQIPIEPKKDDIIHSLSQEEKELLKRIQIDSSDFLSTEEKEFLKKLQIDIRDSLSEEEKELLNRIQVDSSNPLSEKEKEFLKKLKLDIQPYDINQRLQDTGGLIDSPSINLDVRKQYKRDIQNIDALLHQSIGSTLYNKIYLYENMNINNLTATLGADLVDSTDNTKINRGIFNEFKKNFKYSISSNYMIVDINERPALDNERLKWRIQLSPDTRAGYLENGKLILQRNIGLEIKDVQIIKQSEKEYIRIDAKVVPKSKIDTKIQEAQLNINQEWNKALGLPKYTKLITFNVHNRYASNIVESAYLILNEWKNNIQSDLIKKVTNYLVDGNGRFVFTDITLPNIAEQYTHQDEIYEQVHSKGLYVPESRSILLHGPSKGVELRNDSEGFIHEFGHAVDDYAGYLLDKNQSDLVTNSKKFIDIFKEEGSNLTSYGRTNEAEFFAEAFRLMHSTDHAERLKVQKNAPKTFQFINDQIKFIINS
PrPC TRFRET = reduces human prion protein on the cell surface | inhibition, % at 13.8 µM | 370,000 compounds, 0.43% hits | cell surface PrPC, TR-FRET read-out | AID 720596 | P04156; in the data active means inhibition above about 24%; further: 0% = median of the test wells and 100% = reference compound wells
CCHF vOTU inh = CCHFV vOTU protease inhibition | Pep-AMC fluorescence | inhibition, % at 11.5 µM | 370,000 compounds, 0.55% hits | AID 651958; in the data active means inhibition above about 30%; further: 0% = vehicle wells with enzyme and 100% = no enzyme wells
PfHsp40 rescue = restores yeast growth despite PfHsp40 toxicity. S. cerevisiae expressing PfHsp40, growth rescue, ATP luminescence. AID 504582. growth rescue, % at 12.5 µM. 340,000 compounds, 0.68% hits; in the data active means growth rescue above about 28%, passing the limit was not always enough; inconclusive means no clear call, values can overlap the other calls;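 further: yeast W303a lacking pdr1 and pdr3 grown in galactose medium; growth measured after three days at 30 °C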
BoNT A protease = inhibitors of Botulinum neurotoxin A light chain protease; multiplex microsphere protease substrate cleavage, flow cytometry; inhibition, % at 10 µM; 360,000 compounds, 0.17% hits; AID 588499; further: plate controls were buffer without enzyme for full effect and enzyme alone for no effect
FadD28 FP inh = inhibitors of Mycobacterium tuberculosis FadD28 bisubstrate binding; FadD28 bisubstrate probe binding, fluorescence polarization; inhibition, % at 12.5 µM; 360,000 compounds, 0.22% hits; in the data active means inhibition above about 8.5%, passing the limit was not always enough; inconclusive means no clear call, values can overlap the other calls
TcdB GH inh = TcdB glycohydrolase inhibition; 350,000 compounds, 0.24% hits; TcdB glycohydrolase enzymatic assay, plate reader; P18177; inhibition, % at 9.99 µM; in the data active means inhibition above about 10%
BoNT-F LC inh = BoNT F light chain protease inhibition. Multiplex microsphere protease cleavage assay, flow cytometry. inhibition, % at 10 µM. 360,000 compounds, 0.22% hits; in the data active means inhibition above about 35%, passing the limit was not always enough; inconclusive means no clear call, values can overlap the other calls; further: plate controls were buffer without enzyme for full effect and enzyme alone for no effect
Active calls of the source: *; ? = inconclusive; . = no result given. Unless noted, no stated cut-off is given here; in the data, active means inhibition above about 30%; inconclusive means no clear call, values can overlap the other calls; inactive means below that. Rows were taken by chance, and some 2.3% of all compounds hit somewhere here.

| structure | Y pestis TopoI | Anthrax LF inh2 | PrPC TRFRET | CCHF vOTU inh | PfHsp40 rescue | BoNT A protease | FadD28 FP inh | TcdB GH inh | BoNT-F LC inh |
| --- | --- | --- | --- | --- | --- | --- | --- | --- | --- |
| CC(OC(=O)CCC(=O)c1ccccc1)C(=O)Nc1ccc(F)cc1 (stereo not given) | 3.9 | ? | 10.8 | -5.2 | -0.6 | ? | -0.9 | -0.7 | ? |
| COc1ccc(C(=O)Nc2ccc3oc(-c4cccc(F)c4)nc3c2)cc1OC | -3.0 | -8.6 | -0.6 | -2.8 | 0.3 | -0.2 | -2.8 | 1.3 | 4.3 |
| Cc1cc(C(=O)NCc2cccs2)cs1 | 2.1 | -1.4 | . | . | -1.4 | 0.4 | 1.4 | 1.5 | 1.3 |
| CCC(C)NC(=O)C1CCN(C(=O)N(C)C)CC1 (stereo not given) | 4.8 | 2.0 | -6.8 | 4.5 | -0.3 | 1.6 | -1.3 | 1.8 | -3.5 |
| O=C(CNC(=O)[C@@H]1Cc2ccccc2CN1)NC1CCCC1 | -9.6 | 0.1 | 1.6 | 4.5 | 0.4 | 2.3 | -2.6 | -0.1 | 2.9 |
| COc1cc(C(=O)NNC(=O)c2ccc(NC(C)=O)cc2)cc(OC)c1OC | -0.9 | 4.1 | 6.4 | -7.5 | 4.1 | -1.1 | -2.2 | 1.0 | 0.6 |
| CCOc1ccc(/C=C(\C#N)C(=O)NC2CC2)c(OCC)c1 | -3.1 | 0.0 | 0.9 | 15.9 | 2.0 | 0.8 | -3.3 | 0.7 | -5.6 |
| CCN(CC)Cc1c(C(=O)N/N=C/c2c(Cl)cccc2Cl)nnn1-c1nonc1N | 13.6 | -1.2 | -7.8 | 10.1 | -1.3 | 0.1 | -3.5 | 1.3 | -6.4 |
| NNC(=O)c1[nH]c2ccc(Cl)cc2c1-c1ccccc1 | -7.5 | -1.6 | 8.5 | -7.0 | 0.6 | -3.7 | -1.6 | -0.9 | ? |
| CC(C)[C@H](NC(=O)c1ccccc1)C(=O)Nc1ccc2c(c1)OCO2 | 0.1 | -5.8 | 3.8 | -5.6 | -0.2 | 0.8 | -1.4 | 0.0 | ? |
| CC=CC1OCC(CC)C(CCC)O1 (stereo not given) | -0.2 | 0.0 | -7.1 | 4.0 | 0.3 | -0.1 | -0.7 | 0.1 | -6.0 |
| NNC(=O)CSCc1nc(-c2ccccc2)cs1 | 7.7 | 0.0 | 5.0 | -11.1 | 0.4 | -0.7 | -5.1 | 0.4 | -8.0 |

An excerpt from above with just TcdB GH inh:
SMILES | TcdB GH inh
CCOc1ccc(/C=C(\C#N)C(=O)NC2CC2)c(OCC)c1 | 0.7
CCN(CC)Cc1c(C(=O)N/N=C/c2c(Cl)cccc2Cl)nnn1-c1nonc1N | 1.3

An excerpt from above in order of SMILES length, rising.
| structure | Y pestis TopoI | Anthrax LF inh2 | PrPC TRFRET | CCHF vOTU inh | PfHsp40 rescue | BoNT A protease | FadD28 FP inh | TcdB GH inh | BoNT-F LC inh |
| --- | --- | --- | --- | --- | --- | --- | --- | --- | --- |
| CC=CC1OCC(CC)C(CCC)O1 (stereo not given) | -0.2 | 0.0 | -7.1 | 4.0 | 0.3 | -0.1 | -0.7 | 0.1 | -6.0 |
| Cc1cc(C(=O)NCc2cccs2)cs1 | 2.1 | -1.4 | . | . | -1.4 | 0.4 | 1.4 | 1.5 | 1.3 |
| NNC(=O)CSCc1nc(-c2ccccc2)cs1 | 7.7 | 0.0 | 5.0 | -11.1 | 0.4 | -0.7 | -5.1 | 0.4 | -8.0 |
| CCC(C)NC(=O)C1CCN(C(=O)N(C)C)CC1 (stereo not given) | 4.8 | 2.0 | -6.8 | 4.5 | -0.3 | 1.6 | -1.3 | 1.8 | -3.5 |
| NNC(=O)c1[nH]c2ccc(Cl)cc2c1-c1ccccc1 | -7.5 | -1.6 | 8.5 | -7.0 | 0.6 | -3.7 | -1.6 | -0.9 | ? |
| CCOc1ccc(/C=C(\C#N)C(=O)NC2CC2)c(OCC)c1 | -3.1 | 0.0 | 0.9 | 15.9 | 2.0 | 0.8 | -3.3 | 0.7 | -5.6 |
| CC(OC(=O)CCC(=O)c1ccccc1)C(=O)Nc1ccc(F)cc1 (stereo not given) | 3.9 | ? | 10.8 | -5.2 | -0.6 | ? | -0.9 | -0.7 | ? |
| CC(C)[C@H](NC(=O)c1ccccc1)C(=O)Nc1ccc2c(c1)OCO2 | 0.1 | -5.8 | 3.8 | -5.6 | -0.2 | 0.8 | -1.4 | 0.0 | ? |
| CCN(CC)Cc1c(C(=O)N/N=C/c2c(Cl)cccc2Cl)nnn1-c1nonc1N | 13.6 | -1.2 | -7.8 | 10.1 | -1.3 | 0.1 | -3.5 | 1.3 | -6.4 |

Further records follow.
| structure | Y pestis TopoI | Anthrax LF inh2 | PrPC TRFRET | CCHF vOTU inh | PfHsp40 rescue | BoNT A protease | FadD28 FP inh | TcdB GH inh | BoNT-F LC inh |
| --- | --- | --- | --- | --- | --- | --- | --- | --- | --- |
| Cc1ccc(Oc2c(C(N)=O)cc([N+](=O)[O-])cc2[N+](=O)[O-])cc1 | -6.3 | -0.2 | -15.3 | -2.8 | -2.0 | -0.2 | -2.5 | . | 5.4 |
| Cc1ccc(C)c2c1c1ccccc1n2C | 0.9 | -18.6 | -4.4 | -2.9 | -0.3 | -11.0 | 0.0 | 1.8 | ? |
| O=C(O)CC(NCc1ccco1)C(=O)Nc1cccc(O)c1 (stereo not given) | 9.1 | 2.7 | -3.4 | 5.7 | -0.2 | 1.0 | -2.4 | 1.6 | 0.1 |
| O=C(C1CCCO1)N1CCN(C(=S)Nc2ccccc2)CC1 (stereo not given) | 1.4 | 1.6 | -0.3 | 9.0 | -1.9 | -1.7 | -1.5 | . | -14.1 |
| CC(C)(C)c1cc[n+](/C(C(=S)NC2CC2)=C(/[O-])c2ccc(Cl)s2)cc1 | 8.5 | 8.6 | -1.8 | -12.6 | 0.1 | 12.6 | -1.4 | . | -8.9 |
| Cc1ccc(-n2ncc(C(=O)Nc3cc(Cl)cc(Cl)c3)c2C2CCNCC2)cc1C | -2.3 | -2.6 | 1.2 | 4.7 | -0.5 | 0.4 | -10.3 | 0.5 | -8.6 |
| CCNC(=O)OCc1cn(-c2ccc(Cl)cc2)nn1 | 8.8 | -12.7 | -4.9 | -1.5 | 10.5 | -1.2 | 1.9 | 1.3 | -1.7 |
| COc1ccc(C(=O)C2CCCN(C(=O)CSC)C2)cc1OC (stereo not given) | 1.2 | -9.3 | 1.7 | 7.3 | 1.1 | 1.3 | -1.4 | -13.4 | ? |
| CC(=O)Nc1ccc(C=NNc2ccc([N+](=O)[O-])cn2)cc1 | -6.9 | -1.3 | -3.8 | -5.7 | -0.6 | -0.4 | -0.5 | 1.1 | -4.5 |
| CCNC(=O)C1CCCN1S(=O)(=O)c1ccc(OC)cc1 (stereo not given) | -8.0 | -0.8 | -0.9 | -9.6 | -1.7 | 0.7 | -1.9 | . | 10.5 |
| COCCCNC(=O)Cn1nc(-c2ccccc2OC)ccc1=O | -2.7 | 1.2 | 2.7 | -0.8 | -1.2 | 0.2 | 0.0 | . | 3.9 |
| Cc1cccc(C(=O)NCCc2n[nH]c(=S)n2C)c1 | 5.7 | -3.7 | -3.2 | 4.4 | -0.3 | 0.1 | 0.5 | . | -5.0 |
| Cc1ccc2oc(=O)c3cc(C(=O)NCc4ccco4)sc3c2c1 | -0.4 | -8.1 | -7.3 | 0.9 | -1.1 | 0.1 | -2.2 | -0.6 | 4.1 |
| COc1cc(/C=C/C(=O)c2ccc3c(c2)OCO3)cc(Cl)c1O | -11.4 | -4.1 | 1.4 | 4.7 | 0.6 | -1.6 | -0.7 | -0.1 | -9.3 |
| CCCCc1c(-c2cccc(Cl)c2)ncn1CCc1ccccc1OC | . | -2.1 | 15.3 | 16.4 | . | -0.1 | . | 0.3 | -0.7 |
| CCOc1ccc(C(C)=O)cc1N1C(=O)C2C3C=CC(O3)C2C1=O (stereo not given) | 11.1 | -0.6 | . | . | 0.4 | ? | 0.5 | . | -0.6 |
| COc1cccc(NC(=O)CSc2nc3c(c(-c4ccco4)c2C#N)CCCC3)c1 | 8.1 | -5.6 | -4.9 | 5.7 | -1.8 | ? | -1.9 | . | 1.0 |
| CCOc1ccccc1C(=O)NN1CCOCC1 | 3.1 | 0.3 | 3.7 | -0.4 | -0.7 | 3.3 | -3.6 | 0.0 | 1.4 |
| CCOC(=O)C1CCN(S(=O)(=O)Cc2ccccc2)CC1 | 9.4 | -6.5 | -1.5 | -6.2 | -0.5 | -0.9 | -2.3 | 1.1 | -10.7 |
| O=C(Nc1cccc2cccnc12)c1cc(F)c(F)cc1Cl | 6.1 | -2.2 | 1.5 | -5.6 | -0.6 | -0.9 | -0.4 | 0.4 | 3.3 |
| Cc1cc(C)n2nc(C(=O)NCCc3ccccc3)nc2n1 | -0.5 | 2.0 | -3.7 | 3.6 | -0.8 | 1.6 | 1.5 | . | 7.5 |
| Cn1ccn(CCCCCCn2ccn(C)c2=S)c1=S | -2.8 | -1.0 | -0.5 | -21.9 | . | 0.0 | 0.1 | -0.4 | -1.1 |
| COc1ccc(OC)c(N(CC(=O)Nc2ccccc2F)S(=O)(=O)c2ccccc2)c1 | 18.2 | -8.1 | -5.7 | 5.6 | 0.2 | ? | -1.6 | 0.3 | ? |
| O=c1cc(CN2CCN(c3ccccc3)CC2)c2c(ccc3ccccc32)o1 | 4.1 | -1.9 | -1.4 | 9.4 | -1.1 | -0.8 | -3.5 | . | -15.4 |
| COc1ccccc1CNS(=O)(=O)c1ccc2c(c1)NC(=O)CO2 | -13.3 | -3.4 | 11.9 | -4.7 | -1.3 | -1.3 | 0.5 | 0.6 | -7.4 |
| COc1ccc(C2NC(=S)NC3=C2N2CCC3CC2)cc1 (stereo not given) | 6.9 | -12.1 | -7.6 | -4.3 | 0.8 | ? | -0.9 | -0.4 | ? |
| O=C(COC(=O)c1cccc(Cl)c1)NCc1ccccc1 | 6.1 | 7.9 | 3.3 | 7.9 | 1.5 | -1.2 | 0.4 | 1.1 | -1.9 |
| CNC(=O)N(O)C1N(/N=C/c2ccccc2O)C(=S)SC1(C)C (stereo not given) | 3.0 | -0.1 | 0.7 | 11.8 | 0.0 | -0.9 | -0.9 | 2.4 | -0.5 |
| COc1cccc2sc(N3CCN(C(=O)C4COc5ccccc5O4)CC3)nc12 (stereo not given) | 23.3 | 3.5 | -11.7 | -3.5 | -0.9 | 1.5 | -0.3 | 2.0 | 3.8 |
| COc1cccc(NC(=O)NCc2ccccc2Cl)c1 | 8.6 | -9.0 | -4.0 | -7.4 | -1.0 | -0.9 | 1.0 | 1.1 | -5.6 |
| CC(OC(=O)c1ccc2c(=O)n3c(nc2c1)CCCCC3)C(N)=O (stereo not given) | 2.4 | -4.5 | -5.5 | -7.2 | -0.5 | -0.4 | -0.1 | 0.1 | -3.7 |
| CC(=O)OC1CCC2(C)C(CCC3C4CC=C(C(C)=O)C4(C)OC(=O)CC32)C1 (stereo not given) | 6.0 | 2.9 | 71.6* | 7.1 | . | 0.2 | 0.0 | 5.8 | -2.6 |
| Cn1c(/C(C#N)=C(\O)c2ccc(Br)s2)nc2ccccc21 | 5.4 | -0.3 | 7.9 | 7.5 | 1.0 | 1.7 | 0.9 | -1.7 | 2.1 |
| COc1ccc(CN2C(=O)c3cccnc3C2Nc2ccc(C)cc2)cc1 (stereo not given) | -2.3 | 1.8 | -0.8 | -5.3 | 0.5 | -0.7 | 0.4 | . | -9.0 |
| Cc1nc(N2CCN(c3ccc(Cl)cc3)CC2)[nH]c(=O)c1C | -3.2 | -14.3 | 5.3 | -8.4 | -1.2 | ? | -0.6 | 0.1 | ? |
| CCC1CCc2sc(C(=O)NCC(c3ccc(OC)cc3)N3CCCC3)cc2C1 (stereo not given) | 9.1 | -4.7 | 13.2 | 12.8 | 0.1 | 7.7 | -2.8 | 1.7 | ? |
